Compound activity from PubChem BioAssay.
GSK3B inh: human GSK3beta kinase inhibition; P49841; GST-GSK3beta kinase, ADP-Glo luminescence, 60 min; active compounds read low; activity score (negative = inhibition), % at 10 µM; hit rate 0.038% among 300,000; AID 2097;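 active = more than half of replicate wells score below -50%, meaning over 50% inhibition versus plate controls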;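 note: 0% = median DMSO wells and -100% = median GW8510 positive control wells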
Target sequence (P49841 whole entry, looked up): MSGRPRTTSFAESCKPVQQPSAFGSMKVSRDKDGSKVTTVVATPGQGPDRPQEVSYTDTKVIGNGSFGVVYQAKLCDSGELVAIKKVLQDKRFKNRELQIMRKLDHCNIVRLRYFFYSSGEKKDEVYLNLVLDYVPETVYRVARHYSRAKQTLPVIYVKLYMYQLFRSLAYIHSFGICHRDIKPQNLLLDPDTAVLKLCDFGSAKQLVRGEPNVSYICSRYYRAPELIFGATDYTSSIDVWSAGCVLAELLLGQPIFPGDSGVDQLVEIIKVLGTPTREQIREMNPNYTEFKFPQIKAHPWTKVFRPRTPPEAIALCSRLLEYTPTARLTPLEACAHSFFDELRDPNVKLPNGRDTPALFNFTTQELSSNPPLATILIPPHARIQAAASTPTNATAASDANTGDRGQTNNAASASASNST
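Test system – GST-tagged human GSK3beta kinase, cell-free · Incubation – 60 min enzyme reaction, room temperature · Signal – ADP-Glo luminescence · Also added – peptide substrate and ATP at 25 µM · Controls – DMSO neutral wells and GW8510 at 20 µM as positive · Buffer or medium – Tris/MgCl2 kinase buffer · Measure – Luminescence-derived activity versus plate DMSO and GW8510 wells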
AI-2 QS mod: modulators of Vibrio harveyi AI-2 quorum sensing system; Vibrio harveyi JMH597 AI-2 luminescence/OD600 ratio, 9 h; active compounds read low; strain lacks LuxN and CqsS sensors; 0 = neutral-control median; activity change, % at 7.5 µM; hit rate 0.4% among 300,000; AID 2094; in the data active = activity change below about -75%, passing the limit was not always enough;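 note: luminescence divided by OD600 gain over 9 h not by final OD600 alone; inactives centre near 13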
HSP90 inh: blocks HSP90-mediated luciferase refolding in reticulocyte lysate; Rabbit reticulocyte lysate, luciferase refolding luminescence, 3 h; inhibition, % at 5.6 µM; hit rate 0.91% among 290,000; AID 1789;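 active = inhibition above the screen-wide mean plus 3 SD, computed separately per campaign, cut at about 16% in these data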;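 note: 0% = DMSO wells and 100% = 60 µM geldanamycin wells; inhibitors lower the luminescence because luciferase stays unfolded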
aSyn UTR inh: 5' untranslated region of α-synuclein, MLPCN primary screen | alpha-synuclein 5'UTR reporter, inhibitor activity | AID 1813 | inhibition, % (tested at 7.5 µM) | hit rate 0.82% among 300,000; in the data active = inhibition above about 60%;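 note: H4 neuroglioblastoma cells stably carrying SNCA 5'UTR luciferase fusion; 0% = DMSO wells and 100% = positive control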
GSK3 alpha inh: blocks human GSK-3 alpha kinase. AID 2650. inhibition, % at 10 µM. hit rate 0.1% among 320,000. ADP-Glo luminescence, 60 min;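 in the data active = inhibition above about 50%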;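 note: GST-tagged GSK-3 alpha with peptide substrate and 25 µM ATP; 0% = DMSO neutral wells and 100% = GW8510 positive control wells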
Target sequence (P49840 whole entry, looked up): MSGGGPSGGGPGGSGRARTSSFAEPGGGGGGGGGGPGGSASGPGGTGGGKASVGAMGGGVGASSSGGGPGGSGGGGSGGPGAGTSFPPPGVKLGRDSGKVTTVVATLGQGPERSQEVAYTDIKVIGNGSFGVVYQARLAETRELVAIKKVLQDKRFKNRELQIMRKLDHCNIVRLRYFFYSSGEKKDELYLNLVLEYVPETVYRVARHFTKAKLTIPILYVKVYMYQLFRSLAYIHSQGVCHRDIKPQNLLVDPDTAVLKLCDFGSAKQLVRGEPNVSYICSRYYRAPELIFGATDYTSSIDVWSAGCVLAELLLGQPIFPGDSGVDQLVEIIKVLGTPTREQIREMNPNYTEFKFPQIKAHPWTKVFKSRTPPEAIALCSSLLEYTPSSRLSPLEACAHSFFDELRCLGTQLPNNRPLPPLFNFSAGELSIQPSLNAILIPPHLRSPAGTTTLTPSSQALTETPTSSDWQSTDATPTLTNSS
KLF5 inhibitor: suppresses KLF5 promoter-driven expression; DLD-1 KLF5 promoter-luciferase reporter, luminescence; inhibition, % at 5 µM; hit rate 0.23% among 290,000;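 active = inhibition above a per-plate limit of that plate's mean compound inhibition plus 3 SD, cut at about 60% in these data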;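 note: 0% = DMSO wells and 100% = LY294002 at 200 µM; higher means less KLF5 promoter-driven luciferase light; inactives centre near -14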
IEC-6 cytotox: kills IEC-6 intestinal cells in KLF5 counter-screen; IEC-6 cytotoxicity, luminescence viability; inhibition, % at 5 µM; hit rate 0.78% among 290,000; in the data active = inhibition above about 22%;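 note: 0% = plate median of test compound wells and 100% = cytotoxic reference compound wells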
HSF1 inh: HSF1 inhibition. NIH3T3-HGL HSE-luciferase, MG132-induced, luminescence 8 h; active compounds read low. activity change, negative = inhibition, % at 7.5 µM (by protocol). hit rate 0.77% among 300,000;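 active = more than half of replicate wells show activity change below -50%, luminescence cut by over half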;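 note: luciferase reports HSF-1 transcriptional activity via heat shock element; 0% = median of DMSO wells and -100% = zero luminescence signal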
HIF activator: HIF pathway transcriptional activation; U2OS HRE-luciferase reporter, luminescence; normalized: DMSO 0%, desferrioxamine 100%; activation, % at 7.5 µM (by protocol); hit rate 0.32% among 300,000; AID 1910;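 active = mean activation of at least 10% of the iron chelator positive control signal, with at least half of replicates also reaching 10%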
HSF1 activator: increases HSF-1 driven luciferase reporter signal. AID 504408. NIH3T3-HGL HSF-1 luciferase reporter, MG132, 8 h; 100% = twice DMSO control signal. hit rate 1.7% among 300,000. activation, % at 9 µM;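 active = mean replicate activation of at least 50% with a set share of replicates each reaching 50%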;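 note: 0% = median of the neutral control wells and 100% = twice that signal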
* marks the source's active call; other numbers are inactive results; nt = not tested or not shown.

SMILES	GSK3B inh	AI-2 QS mod	HSP90 inh	aSyn UTR inh	GSK3 alpha inh	KLF5 inhibitor	IEC-6 cytotox	HSF1 inh	HIF activator	HSF1 activator
COc1ccccc1NC(=O)CSc1nc2ncccc2[nH]1	-3	15	0	-24	-2	-2	1	nt	-0.7	nt
COC(=O)C(O)(CC(=O)Nc1ccc(OC)cc1)C(F)(F)F (stereo unspecified)	1	22	3	-34	0	-4	-2	6	-0.7	41
COc1cc2c(cc1OC)[C@@H](Cc1ccc(OCCC#N)cc1)N(C)CC2	-7	8	8	-14	-1	-49	3	-3	-1.5	-19
O=C(c1ccc(F)cc1)C1CCN(C(=O)Nc2ccc(F)cc2)CC1	1	24	0	3	-2	-23	-4	-6	-0.6	11
COc1ccc(CCNS(=O)(=O)c2ccc(C3CNC(=O)C3)cc2)cc1OC (stereo unspecified)	-4	25	-5	1	-2	-19	2	-5	-0.5	-14
CCC(C)NC(=O)c1cn(CC)c2cc(N3CCN(C(=O)c4ccco4)CC3)c(F)cc2c1=O (stereo unspecified)	1	18	2	7	-1	-31	6	-6	-0.8	0
Nc1nnc(SCC(=O)Nc2ccc(Cl)c(C(=O)O)c2)s1	-2	13	-4	-9	0	4	-9	8	0.0	8
CCN(Cc1cc2cc(C)ccc2[nH]c1=O)C(=O)c1cccc(OC)c1	0	32	-2	-19	1	-22	3	-3	0.3	-3
C/C(N)=C(/C#N)C(=O)CSc1n[nH]c(-c2cccs2)n1	-2	17	4	-18	-3	8	-5	-6	0.1	-1
CCOC(=O)C/C(=N\Nc1ncnc2ccccc12)c1ccccc1	0	11	-1	-139	-2	-54	9	24	3.0	48
O=C(Cc1ccccn1)c1ccc(Cl)cc1	-1	14	nt	-164	-3	nt	nt	11	-2.2	11
CCc1ccc(/C=C2/SC(=S)N(CCC(=O)NCCCN3CCOCC3)C2=O)cc1	0	14	0	16	-3	-24	0	-3	1.5	3
CCOC(=O)CNC(=O)CSc1nnc(Cn2c(=O)sc3ccccc32)n1-c1ccccc1C	nt	nt	3	nt	0	-7	0	nt	nt	nt
CCOc1cc(/C=C2/SC(=S)NC2=O)ccc1OC(=O)c1ccco1	-2	7	2	-18	6	-14	2	2	1.6	-9
CC(OC(=O)Cc1c[nH]c2ccccc12)C(=O)Nc1ccc(S(N)(=O)=O)cc1 (stereo unspecified)	3	12	nt	8	-2	nt	nt	-8	-0.1	-7

The closing 5 records of the section above open the next one:
SMILES	GSK3B inh	AI-2 QS mod	HSP90 inh	aSyn UTR inh	GSK3 alpha inh	KLF5 inhibitor	IEC-6 cytotox	HSF1 inh	HIF activator	HSF1 activator
O=C(Cc1ccccn1)c1ccc(Cl)cc1	-1	14	nt	-164	-3	nt	nt	11	-2.2	11
CCc1ccc(/C=C2/SC(=S)N(CCC(=O)NCCCN3CCOCC3)C2=O)cc1	0	14	0	16	-3	-24	0	-3	1.5	3
CCOC(=O)CNC(=O)CSc1nnc(Cn2c(=O)sc3ccccc32)n1-c1ccccc1C	nt	nt	3	nt	0	-7	0	nt	nt	nt
CCOc1cc(/C=C2/SC(=S)NC2=O)ccc1OC(=O)c1ccco1	-2	7	2	-18	6	-14	2	2	1.6	-9
CC(OC(=O)Cc1c[nH]c2ccccc12)C(=O)Nc1ccc(S(N)(=O)=O)cc1 (stereo unspecified)	3	12	nt	8	-2	nt	nt	-8	-0.1	-7
O=C1C(Cl)=C(Nc2ccccc2)C(=O)c2ccccc21	2	-6	1	-190	-2	-20	-3	-6	-7.0	0
Nc1nnc(SCC(=O)Nc2ccc3nc(SCC(=O)Nc4ccccc4)sc3c2)s1	-2	35	-1	-107	-1	-9	2	-3	1.0	8
CCc1nccn1S(=O)(=O)c1cccc([N+](=O)[O-])c1	-4	16	-6	12	-2	-16	8	2	-0.6	-1
CCc1ccc(CCN2C(=O)c3ccccc3C2=O)nc1	0	16	-1	-10	-1	9	-4	17	0.6	32
O=C(Nc1cccc(C(F)(F)F)c1)c1cc(S(=O)(=O)N2CCCCC2)ccc1N1CCOCC1	1	25	-1	-10	1	-20	3	-1	-0.2	-4
COc1cccc(C(=O)NC2CCNCC2)c1	0	-5	0	-3	0	-69	1	2	0.7	2
COc1ccc(CNC(=O)C(c2ccc(C)cc2)N(Cc2cccs2)C(=O)c2ccc3c(c2)OCCO3)cc1 (stereo unspecified)	2	28	7	3	-3	8	3	-39	-0.6	-50
Cc1ccc(NC(=O)Nn2cnnc2)cc1Cl	4	17	-8	12	1	-11	-3	6	0.1	3
CS(=O)(=O)N1CCN(Cc2cc(=O)n3ccsc3n2)CC1	0	23	-3	4	-2	-20	-4	-5	-0.4	19
CCOC(=O)c1c(C)c(C(=O)NCc2cccnc2)c(C)n1CC	0	26	4	1	-1	-27	4	-5	-0.2	-18
O=C(NCc1ccc2c(c1)OCO2)c1ccc(CN2CCOCC2)cc1	0	3	5	-7	-3	-12	-3	-3	-0.4	-7
O=C(O)CC1CCC(=C(Cl)Cl)C1 (stereo unspecified)	nt	nt	2	nt	-2	14	-3	nt	nt	nt
COc1ccc(-c2cc(-c3ccc(OC)cc3)[nH]n2)cc1	-1	13	3	-155	-1	-126	2	2	5.3	6
CCOCC(=O)Nc1c(C(=O)Nc2ccc(OC)cc2OC)oc2ccccc12	2	22	-2	-82	-1	-20	-4	-3	0.9	6
CCOc1ccc(CNC(=O)C2CCN(c3nn4c(=O)cc(C)nc4s3)CC2)cc1	1	10	-5	6	1	-13	1	9	-0.5	-7
CSc1cccc(NC(=S)N(CCCN2CCC(C)CC2)Cc2cccs2)c1	0	9	2	-19	0	-9	6	-2	0.1	6
Cc1ccc(Cn2c(SCC(N)=O)nc3c2c(=O)n(C)c(=O)n3C)cc1	-1	13	-2	9	8	-27	-6	1	0.1	-7
Cc1sc(NC(=O)c2ccc(F)cc2)c(CN2CCCCCC2)c1C	-2	15	-1	-174	-2	-78	-1	39	2.8	56*
COc1ccccc1OC(C)C(=O)Nc1ccccc1C(=O)NCC1CCCO1 (stereo unspecified)	nt	nt	-2	14	1	2	-2	-1	-0.5	21
Cc1cc(C)nc(OC(C(=O)O)C(OCC(C)C)(c2ccccc2)c2ccccc2)n1 (stereo unspecified)	2	11	0	19	-4	14	-11	3	-0.7	-5
COc1ccccc1Cc1nnnn1CC(=O)O	-3	11	-4	22	-4	-15	2	-1	-0.3	-10
CCOc1ccc(Br)cc1S(=O)(=O)Nc1nc(CN2CCOCC2)nc2sc(C)c(C)c12	3	24	2	-4	-3	-20	5	1	-0.4	16
CN1CCN(c2nc(-c3ccccn3)nc3ccccc23)CC1	1	9	3	-19	1	-10	3	-1	0.3	-7
O=C(CCS(=O)(=O)c1ccc(F)cc1)Nc1nc(-c2ccccn2)cs1	1	41	-4	-22	0	17	3	0	-0.7	7
COc1cc2c(cc1NC(=S)Nc1ccccc1C)oc1ccccc12	0	16	1	-40	0	-18	-1	-2	-21	2
O=C(Nc1cc([N+](=O)[O-])ccc1Cl)C(Sc1ccccc1)c1ccccc1 (stereo unspecified)	-2	30	-1	5	-1	-1	-6	3	-0.1	11
CCOC(=O)N1CCN(C(=O)C2CCC(=O)N(CCCN3CCCC3=O)C2)CC1 (stereo unspecified)	1	17	-6	-25	0	-24	-5	3	1.3	10
C=C1CCC[C@]2(C)C[C@H]3OC(=O)C(CNC(CC)CO)[C@H]3CC12 (stereo partly specified)	2	20	3	-37	0	-27	0	78	-27	142*
COc1ccc(OC)c(S(=O)(=O)N/N=C(/C)c2ccc3c(c2)OCO3)c1	1	12	-6	9	-3	-16	0	-4	0.2	-3
COc1ccccc1N1CCN(S(=O)(=O)c2cc(C(F)(F)F)cc(C(F)(F)F)c2)CC1	-1	28	0	0	0	-20	2	1	-0.2	13
CCNS(=O)(=O)c1cc(OC)c(Cl)cc1OC	-6	8	0	-5	1	-28	2	-12	1.0	-5
CCCCCOc1ccc2oc(=O)c3c(c2c1)CCCN3C(=O)CN1CCCC(C(=O)OCC)C1 (stereo unspecified)	3	12	2	15	-4	-19	4	6	-0.8	17
CS(=O)(=O)N(CC(=O)NC1CCCC1)Cc1ccc(F)cc1	2	22	-2	6	10	-9	-4	-3	-0.6	-2
COc1ccc(NC(=O)N2CCCC2C(=O)Nc2cccc(C)c2C)cc1 (stereo unspecified)	-2	5	-3	15	-2	-7	-2	-3	0.1	2
Cc1cccc(NC(=O)CNc2cc(C)ccc2C)c1	-2	14	-6	-68	1	-43	4	4	1.0	21
CCOC(=O)N1CCN(C(=O)c2noc(C(C)C)c2[N+](=O)[O-])CC1	-1	32	9	-9	-3	7	-7	-2	0.0	10
Fc1ccccc1-c1csc(=Nc2cccnc2)n1CCCn1ccnc1	2	7	0	-14	0	-42	-9	-18	1.6	-20
C=CCn1c(CCC)nc2ccccc21	3	8	1	-3	-1	-4	4	-4	0.4	7
CCC(C(=O)NC1CCCC1)N(C(=O)c1snc(C(N)=O)c1N)c1ccc(C)cc1C (stereo unspecified)	-4	4	0	8	-3	-33	-3	1	0.0	8

Quoted at random: four compounds from above
SMILES	GSK3B inh	AI-2 QS mod	HSP90 inh	aSyn UTR inh	GSK3 alpha inh	KLF5 inhibitor	IEC-6 cytotox	HSF1 inh	HIF activator	HSF1 activator
CS(=O)(=O)N(CC(=O)NC1CCCC1)Cc1ccc(F)cc1	2	22	-2	6	10	-9	-4	-3	-0.6	-2
Fc1ccccc1-c1csc(=Nc2cccnc2)n1CCCn1ccnc1	2	7	0	-14	0	-42	-9	-18	1.6	-20
CCNS(=O)(=O)c1cc(OC)c(Cl)cc1OC	-6	8	0	-5	1	-28	2	-12	1.0	-5
C=CCn1c(CCC)nc2ccccc21	3	8	1	-3	-1	-4	4	-4	0.4	7
